ERK EGF inh: EGF-driven ERK pathway inhibition. Potency, µM (highest dose often 11.5 µM), for inactives: at the highest dose activity change, negative = inhibition, hits mostly inhibitors. HEK293-V1b, EGF-stimulated phospho-ERK AlphaScreen. AID 1454. 130,000 compounds, 0.41% hits; active = well fitted inhibition curve with a large enough effect; inconclusive = small, poorly fitted or top-dose-only effect, or effect the other way;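 note: plate controls were stimulated vehicle wells for no effect and unstimulated vehicle basal for full effect; nearly all actives have a fitted effect of over 55% in size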
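Homogeneous cell-based phospho-ERK assay: HEK293/V1b cells in 1% FBS, compound 30 min then EGF 5 min, AlphaScreen luminescence. Activity normalized between DMSO and 25 nM EGF controls; AC50 from Hill modelling.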
Active calls of the source: *; [ ] = another dose, or the depositor's remark. Potency is the fitted concentration of half-maximal effect. The list is partial (hit frequency here may not be typical).

Screening Cc1nn(Cc2ccc(Cl)cc2)c(C)c1NC(=O)C(c1ccccc1)c1ccccc1 returned ERK EGF inh -3.6%.
Screening CCOc1ccc(-n2c(Cc3cc(=O)[nH]c(=O)[nH]3)nnc2SCC(=O)Nc2nnc(C)s2)cc1 returned ERK EGF inh -11.3%.
Screening COc1ccc(/C=C2\SC(=O)N=C2N)cc1OC returned ERK EGF inh 8.5%.
`O=C(O)CCCC(=O)N1CCC(C(O)(c2ccccc2)c2ccccc2)CC1` gave ERK EGF inh -2.6%.
Screening O=C(OCCN1C(=O)c2cccc3c(N4CCOCC4)ccc(c23)C1=O)c1cc(Cl)cc(Cl)c1 returned ERK EGF inh -3.2%.
`CCCc1nc(NCc2ccccc2)c(C#N)c2c1CCCC2` gave ERK EGF inh 5.6%.
For COc1ccc(Nc2oc(-c3ccc(OC)cc3)nc2C#N)cc1 the results were ERK EGF inh -2.6%[57.5 µM].
Screening COc1ccc(C(=O)COC(=O)CNC(=O)c2ccc(OC)cc2)cc1 returned ERK EGF inh -11.1%.
Screening Cc1ccc(NS(=O)(=O)c2cccc(C(=O)NN3CCOCC3)c2)cc1 returned ERK EGF inh -8.0%.
`CN(C)S(=O)(=O)c1ccc(N=Cc2c(C(F)(F)F)[nH]n(C)c2=O)cc1` gave ERK EGF inh 1.0%.
`COc1ccc(NC(=S)NCC(O)c2ccccc2)c(OC)c1` (stereo not drawn) gave ERK EGF inh -2.9%.
Screening COc1ccc(/C=C2\SC(=O)N(CCNC(=O)Cc3coc4cc(OC)ccc34)C2=O)cc1 returned ERK EGF inh -9.7%.
Cn1c(=O)[nH]c(=O)c2c1nc(CN1CCN(c3ccc(F)cc3)CC1)n2CCc1ccccc1 was read as ERK EGF inh -4.4%.
For Nc1cc(S(=O)(=O)O)cc([N+](=O)[O-])c1O the results were ERK EGF inh -1.9%.
O=C(CN=C1NS(=O)(=O)c2ccccc21)OCC(=O)c1ccccc1 was read as ERK EGF inh 2.8%[57.5 µM].
Screening Cc1ccc(-c2nc(CSc3nc4ccccc4c(=O)n3CCO)cs2)cc1 returned ERK EGF inh 6.4%.
COC(=O)c1ccccc1NC(=O)Nc1cccc(C)n1 was read as ERK EGF inh -2.0%.
Screening Cc1cc(C(=O)CN2C(=O)CN(C)C2=O)c(C)n1-c1cccc(S(=O)(=O)N2CCOCC2)c1 returned ERK EGF inh -3.8%.
`CCCc1sc(N/N=C/c2ccccn2)nc1-c1ccc(F)cc1` gave ERK EGF inh 2.4%.
Cc1cccc(OCC(=O)NCC2CCCO2)c1C (stereo not drawn) was read as ERK EGF inh -7.0%.

2 entries drawn at random from the list so far:
Screening Cc1ccc(-c2nc(CSc3nc4ccccc4c(=O)n3CCO)cs2)cc1 returned ERK EGF inh 6.4%.
Cc1cccc(OCC(=O)NCC2CCCO2)c1C (stereo not drawn) was read as ERK EGF inh -7.0%.

Continuation.
O=C(CCl)Nc1ccc(N2CCCCCC2)cc1 was read as ERK EGF inh 1.5%.
O=C(COc1cccnc1[N+](=O)[O-])Nc1ccc(Cl)c(S(=O)(=O)N2CCOCC2)c1 was read as ERK EGF inh 5.0%[57.5 µM].
CC1(C)Cc2cccc(OCC(=O)Nc3ccc(OCC(N)=O)cc3)c2O1 was read as ERK EGF inh -4.7%.
Screening COc1ccc(NS(=O)(=O)c2cc(N/C(=N\S(=O)(=O)c3ccccc3)c3ccc(F)cc3)ccc2Cl)cc1 returned ERK EGF inh 2.5%.
`COc1cc(C(CCN2CCCC(C)C2)c2c(OC)cc(OC)c3c(-c4ccccc4)cc(=O)oc23)cc(OC)c1OC` (stereo not drawn) gave ERK EGF inh 6.0%[57.5 µM].
`CCN(CC(=O)Nc1c(F)cccc1F)C(=O)COc1ccc2c(C)cc(=O)oc2c1` gave ERK EGF inh 2.3%.
`O=C(N/N=C/c1ccc(OCc2ccccc2)cc1)c1ccco1` gave ERK EGF inh 6.8%[57.5 µM].
For O=C(COC(=O)C1CCN(/C=C/C(=O)C(F)(F)F)CC1)Nc1cccc(F)c1 the results were ERK EGF inh 0.9%.
Screening Cc1cc(C)nc(NC(=O)C(c2ccccc2)c2ccccc2)c1 returned ERK EGF inh 5.4%.
Screening O=C(NCc1ccccn1)C(=O)Nc1nc(-c2ccccc2)cs1 returned ERK EGF inh 0.1%[57.5 µM].
Screening CCOC(=O)C1=C(C)OC(N)=C(C#N)C1c1cc2c(cc1[N+](=O)[O-])OCO2 (stereo not drawn) returned ERK EGF inh -3.8%.
For Cc1cc2c(cc1C)N(Cc1ccccc1)C1=NCCCN12 the results were ERK EGF inh 1.6%[57.5 µM].
Screening CCCc1cc(=O)[nH]c(SCC(=O)Nc2cc(C)on2)n1 returned ERK EGF inh 5.4%.
`OCCN(Cc1ccccc1)CC(O)COc1ccc(-c2ccccc2)cc1` (stereo not drawn) gave ERK EGF inh inconclusive.
COc1ccc(-c2ncccc2OC(=O)C23CC4CC(CC(C4)C2)C3)cc1 was read as ERK EGF inh -14.5%.
Screening O=C(Nc1ccc(N2CCOCC2)c(Cl)c1)c1cc2ccccc2o1 returned ERK EGF inh inconclusive.
`CN(C)S(=O)(=O)c1cccc(NC(=S)N/N=C/C(=O)c2ccccc2)c1` gave ERK EGF inh 3.9%.
For O=C(Cc1ccc([N+](=O)[O-])cc1)NCc1ccncc1 the results were ERK EGF inh -8.9%.
Screening O=C(Nc1ccc(F)cc1F)N1CCCC(c2nc(-c3ccc(F)cc3)no2)C1 (stereo not drawn) returned ERK EGF inh -9.4%.
`Cn1cccc1CC(=O)NNC(=S)NC(=O)c1ccccc1Br` gave ERK EGF inh -4.6%.
For COc1ccccc1N=CC=C1OC(C)(C)C(C)(C)O1 the results were ERK EGF inh -2.9%.
`CC(CCc1ccccc1)NC(=O)C(=O)NCCc1ccccc1` (stereo not drawn) gave ERK EGF inh -3.8%.
`COC(=O)Nc1nnc(COc2cccc(C)c2)s1` gave ERK EGF inh 0.8%.
CCN1CCN(c2ncc(C(=O)Nc3cc(Cl)c(OC)cc3OC)c3ccccc23)CC1 was read as ERK EGF inh -1.2%.
Cc1ccccc1-n1c(O)c(/C=N/N2CCCCC2c2cccnc2)c(=O)[nH]c1=O (stereo not drawn) was read as ERK EGF inh 8.5%.
`O=C(C1CC12CCCC2)N1CCC(CO)(Cc2ccccc2Cl)CC1` (stereo not drawn) gave ERK EGF inh -7.0%.
For C=CCN(CC=C)C(=O)C[n+]1ccc(C(N)=O)cc1 the results were ERK EGF inh -2.3%[57.5 µM].
CC1=C(C)C(OCCBr)N(c2cc(O)c(Cl)cc2F)C1=O (stereo not drawn) was read as ERK EGF inh -5.0%[57.5 µM].
CCC(=O)NC(=S)NNC(=O)c1ccccc1[N+](=O)[O-] was read as ERK EGF inh 0.4%.
For CCCCN(C(=S)SC)C1CCS(=O)(=O)C1 (stereo not drawn) the results were ERK EGF inh -6.0%[57.5 µM].
COc1ccc(C2CC(c3ccccc3)=NN2C(=S)Nc2ccccc2)cc1 (stereo not drawn) was read as ERK EGF inh 6.1%.
Screening COCCCn1c(=N)c(C(=O)NCC2CCCO2)cc2c(=O)n3cccc(C)c3nc21 (stereo not drawn) returned ERK EGF inh 6.4%.
`O=C(Nc1ccc(O)c2c(=O)cc(-c3ccccc3Cl)oc12)c1ccc(Cl)cc1Cl` gave ERK EGF inh -4.2%[57.5 µM].
For CCOc1ccc(Cc2nccc3cc(OCC)c(OCC)cc23)cc1OCC the results were ERK EGF inh 13.2%.
For CCC(C(=O)NC(C)(C)C)N(C(=O)Cn1nnc(-c2ccccc2F)n1)c1cnc2ccccc2c1 (stereo not drawn) the results were ERK EGF inh 2.2%.
For COc1ccc(N2CCCn3c2nc2c3c(=O)n(Cc3ccccc3)c(=O)n2C)c(OC)c1 the results were ERK EGF inh 0.2%.
For NNC(=O)c1ccc(N2CCc3ccccc32)c([N+](=O)[O-])c1 the results were ERK EGF inh inconclusive.
Screening COc1cc(C2CC(=O)NC3=C2C(=O)CC(C)(C)C3)ccc1O (stereo not drawn) returned ERK EGF inh 16.9%[57.5 µM].
CN(C(=O)COC(=O)CNC(=O)CNC(=O)c1ccc(Cl)cc1Cl)c1ccccc1 was read as ERK EGF inh -7.7%.
Screening O=C(NC1CCCCC1)c1ccc(CNc2nc(=S)[nH]c3ccccc23)cc1 returned ERK EGF inh -10.4%.
Screening COc1ccc(NC(=O)c2cc(SC)ccc2Cl)cc1 returned ERK EGF inh 0.7%.
For COc1cc(C(=O)NNC2=CC(=O)CC(C)(C)C2)cc(OC)c1OC the results were ERK EGF inh -8.6%.
For CCOc1ccccc1OCCCOc1ccc([N+](=O)[O-])cc1Cl the results were ERK EGF inh 0.5%[57.5 µM].
`Cc1ncn(-c2ccc(C(=O)Oc3ccccc3)cn2)n1` gave ERK EGF inh -20.5%.
Screening COC(=O)C(c1ccccc1Cl)N1CCc2sccc2C1 (stereo not drawn) returned ERK EGF inh 5.5%.
`CCS(=O)(=O)N1CCN(c2ccc([N+](=O)[O-])c(N3CCOCC3)c2)CC1` gave ERK EGF inh -4.1%.
For Cc1c(Cl)c([N+](=O)[O-])nn1CCCC(=O)NCCc1ccccc1 the results were ERK EGF inh -3.1%.
`COc1ccc(C2=NCCc3cc(OC)c(OC)cc32)cc1` gave ERK EGF inh -1.3%.
N/C(=N\OC(=O)COc1ccc2ccccc2c1Br)c1cccnc1 was read as ERK EGF inh -2.6%.
For Cc1cc2ccccc2n1CCNC(=O)c1ccc(Br)o1 the results were ERK EGF inh -18.5%[57.5 µM].
Screening COc1ccc(CNC(=O)c2cc(C)nn2-c2ccccc2)cc1 returned ERK EGF inh -14.2%[57.5 µM].
CNC(=O)NC(=O)C(C)OC(=O)c1ccc(Cl)c(S(=O)(=O)Nc2ccc(F)cc2)c1 (stereo not drawn) was read as ERK EGF inh inconclusive.
Clc1ccc(Cc2nnc(-c3ccccc3Br)o2)cc1 was read as ERK EGF inh 5.8%.
Screening CC1CCCC(NC(=O)CNCc2ccccc2F)C1C (stereo not drawn) returned ERK EGF inh -17.6%.
`Cc1ccc(NC(=O)C2OCCc3ccccc32)cc1C` (stereo not drawn) gave ERK EGF inh 9.1%.
`COc1ccc(/C=c2\sc3nc(=O)c(C)nn3c2=O)c(OC)c1` gave ERK EGF inh 9.1%.
O=C(O)c1cn[nH]c1-c1cccc([N+](=O)[O-])c1 was read as ERK EGF inh -0.6%[57.5 µM].
O=C(O)CN(C1CCCCC1)S(=O)(=O)c1ccc(F)cc1 was read as ERK EGF inh -0.5%.
Screening Cc1cccc(/C=N\NC(=O)c2ccccc2-n2cccc2)c1 returned ERK EGF inh 6.5%.
Screening Nc1cc(N)nc(SCC(=O)Nc2ccccc2N2CCOCC2)n1 returned ERK EGF inh -11.5%[57.5 µM].
`COC/C=C/C1=CC2=CC(=O)C(C)(OC(=O)c3ccc(Cl)nc3)C(=O)C2=CO1` (stereo not drawn) gave ERK EGF inh -12.4%.
For CC(C)CN(CCCNC(=O)CN1C(=O)COc2ccc(S(=O)(=O)N3CCCC3)cc21)CC(C)C the results were ERK EGF inh -2.9%.
For CC(C)[C@@H](CC(=O)N[C@@H]1CCCC[C@H]1C(=O)N[C@H](CC(=O)N[C@@H](CCC(=O)O)CC(=O)O)Cc1ccccc1)NC(=O)C[C@H](Cc1c[nH]c2ccccc12)NC(=O)[C@@H]1CNCC[C@H]1N the results were ERK EGF inh -5.3%.
O=C(Nc1cccnc1Cl)c1cc([N+](=O)[O-])ccc1Cl was read as ERK EGF inh 5.7%.
C1N2CN3CN1CN(C2)C3 was read as ERK EGF inh 13.6%.
Screening Cc1c(-n2c(-c3ccccc3Cl)n[nH]c2=S)c(=O)n(-c2ccccc2)n1C returned ERK EGF inh 2.0%.
`COC(=O)NC(NS(=O)(=O)c1ccccc1)(C(=O)OC)C(F)(F)F` (stereo not drawn) gave ERK EGF inh 19.1%[57.5 µM].
O=C(C1=C[C@H](c2ccc(C(F)(F)F)cc2)C[C@H](OCc2ccc(CO)cc2)O1)N1CCOCC1 was read as ERK EGF inh -6.0%[57.5 µM].
For CCOC(=O)c1sc(-c2ccccn2)nc1C the results were ERK EGF inh 8.4%.
For O=c1c(Cc2ccc(F)cc2)c(O)ccn1Cc1ccco1 the results were ERK EGF inh -5.0%.
Screening COC(=O)c1cc(NS(=O)(=O)c2ccc(NC(C)=O)cc2)ccc1Cl returned ERK EGF inh 6.9%[57.5 µM].
`Cc1ccc(C(C)C)c(OCc2ccc(C(=O)N/N=C/c3ccc(O)cc3O)cc2)c1` gave ERK EGF inh 5.7%.
For COc1ccc(CNc2ncnc3cc(OC)c(OC)cc23)cc1OC the results were ERK EGF inh 1.2%[57.5 µM].
Screening CCOCCCNC(=O)c1ccccc1SCC returned ERK EGF inh 4.3%.
Screening O=C(Cn1cnc2ccccc2c1=O)N1CCN(c2ccccc2)CC1 returned ERK EGF inh 4.0%.

By substructure, the compounds so far containing a nitro group on carbon (11)
For Nc1cc(S(=O)(=O)O)cc([N+](=O)[O-])c1O the results were ERK EGF inh -1.9%.
O=C(COc1cccnc1[N+](=O)[O-])Nc1ccc(Cl)c(S(=O)(=O)N2CCOCC2)c1 was read as ERK EGF inh 5.0%[57.5 µM].
Screening CCOC(=O)C1=C(C)OC(N)=C(C#N)C1c1cc2c(cc1[N+](=O)[O-])OCO2 (stereo not drawn) returned ERK EGF inh -3.8%.
For O=C(Cc1ccc([N+](=O)[O-])cc1)NCc1ccncc1 the results were ERK EGF inh -8.9%.
CCC(=O)NC(=S)NNC(=O)c1ccccc1[N+](=O)[O-] was read as ERK EGF inh 0.4%.
For NNC(=O)c1ccc(N2CCc3ccccc32)c([N+](=O)[O-])c1 the results were ERK EGF inh inconclusive.
For CCOc1ccccc1OCCCOc1ccc([N+](=O)[O-])cc1Cl the results were ERK EGF inh 0.5%[57.5 µM].
`CCS(=O)(=O)N1CCN(c2ccc([N+](=O)[O-])c(N3CCOCC3)c2)CC1` gave ERK EGF inh -4.1%.
For Cc1c(Cl)c([N+](=O)[O-])nn1CCCC(=O)NCCc1ccccc1 the results were ERK EGF inh -3.1%.
O=C(O)c1cn[nH]c1-c1cccc([N+](=O)[O-])c1 was read as ERK EGF inh -0.6%[57.5 µM].
O=C(Nc1cccnc1Cl)c1cc([N+](=O)[O-])ccc1Cl was read as ERK EGF inh 5.7%.

Screening data as filed in PubChem.
